Screening results: PubChem BioAssay, several laboratories
STAT1 inh = inhibitors of IFN-gamma induced STAT1 signaling | NIH 3T3 STAT1-luciferase reporter, luminescence | inhibition, % at 5.5 µM | 200,000 tested, 0.35% active | AID 920;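 active means inhibition above a set limit, the mean inhibition across all tested compounds plus 3 SD, cut at about 34% in these data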;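 further: 0% = IFN-gamma with DMSO and 100% = IFN-gamma with 300 µM nifuroxazide; values of inactives mirror those of a sister screen read the other way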
Hsp70 activator = transcriptional activators of Hsp70. HeLa Hsp70 promoter luciferase reporter, luminescence; scaled: vehicle 0, proteasome-inhibitor control 100%. 200,000 tested, 0.04% active. activation, % at 10 µM. AID 1203;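 active means activation above the mean across all tested compounds plus 3 SD, cutoff set per campaign, cut at about 5.5% in these data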;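 further: 100% = MG132 at 30 µM as the positive control and 0% = DMSO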
TLR4 MyD88 comp = blocks binding of human TLR4 to MyD88. O00206+Q99836. HeLa CL3-4 TLR4/MyD88 BLA complementation, FRET ratio. inhibition, % at 8.4 µM. 200,000 tested, 0.18% active; in the data active means inhibition above about 25%;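 further: 0% = vehicle and 100% = reference inhibitor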
Target sequence (O00206 whole entry, looked up): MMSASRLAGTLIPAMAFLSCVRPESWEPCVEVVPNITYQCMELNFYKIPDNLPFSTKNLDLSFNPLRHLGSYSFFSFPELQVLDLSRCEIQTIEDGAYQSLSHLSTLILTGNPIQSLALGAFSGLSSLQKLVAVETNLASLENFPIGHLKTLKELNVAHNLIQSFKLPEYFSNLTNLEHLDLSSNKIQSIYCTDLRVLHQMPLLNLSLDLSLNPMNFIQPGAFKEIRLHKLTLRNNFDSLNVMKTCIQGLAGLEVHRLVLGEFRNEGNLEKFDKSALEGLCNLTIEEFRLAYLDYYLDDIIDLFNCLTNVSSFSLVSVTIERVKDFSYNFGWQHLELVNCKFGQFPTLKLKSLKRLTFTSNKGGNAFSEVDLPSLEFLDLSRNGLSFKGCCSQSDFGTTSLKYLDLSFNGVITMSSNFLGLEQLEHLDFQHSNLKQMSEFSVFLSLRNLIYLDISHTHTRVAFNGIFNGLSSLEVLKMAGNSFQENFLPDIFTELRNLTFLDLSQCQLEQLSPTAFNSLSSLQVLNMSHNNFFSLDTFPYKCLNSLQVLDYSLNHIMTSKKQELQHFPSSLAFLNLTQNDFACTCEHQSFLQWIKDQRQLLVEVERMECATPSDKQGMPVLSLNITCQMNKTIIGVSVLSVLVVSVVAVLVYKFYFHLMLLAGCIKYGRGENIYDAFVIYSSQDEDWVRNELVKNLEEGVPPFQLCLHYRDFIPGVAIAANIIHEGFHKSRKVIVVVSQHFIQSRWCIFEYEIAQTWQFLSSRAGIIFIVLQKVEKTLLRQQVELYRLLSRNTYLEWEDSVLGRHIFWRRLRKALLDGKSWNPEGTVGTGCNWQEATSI
Target sequence (Q99836 whole entry, looked up): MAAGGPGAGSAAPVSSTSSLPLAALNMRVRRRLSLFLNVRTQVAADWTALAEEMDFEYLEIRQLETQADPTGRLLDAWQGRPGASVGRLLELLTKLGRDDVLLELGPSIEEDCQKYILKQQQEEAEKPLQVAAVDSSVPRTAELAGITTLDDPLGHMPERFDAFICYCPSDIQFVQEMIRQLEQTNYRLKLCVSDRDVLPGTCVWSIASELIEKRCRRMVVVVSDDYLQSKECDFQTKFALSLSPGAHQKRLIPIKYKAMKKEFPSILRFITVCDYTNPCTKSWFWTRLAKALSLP
DTT redox prof = compounds producing H2O2 with reducing agent – biochemical, NIH compound library profiling, artefact control for MLSCN library redox annotation, primary screen. DTT-dependent redox cycling H2O2, phenol red/HRP absorbance; 100% = 100 µM peroxide control, 0% = buffer. activation, % at 10 µM. 200,000 tested, 0.03% active. AID 878;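 active means activation of at least 50% relative to the plate's high and low controls in the primary single-dose screen; inactive means activation below 50%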;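 further: compound incubated with DTT at 0.8 mM final as the reducing agent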
NF-kB neuron act = NF-kB expression increase, human neuronal cells. NF-kB reporter expression; hits give high values. fold change at 12.5 µM. 190,000 tested, 1.6% active; in the data active means fold change above about 3.3
APP 5'UTR act = activates APP 5'UTR luciferase reporter | 190,000 tested, 1% active | SH-SY5Y APP 5'UTR luciferase reporter, luminescence; zero percent = DMSO vehicle wells | activation, % at 2 µM | AID 1276;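 active means activation above a set limit, based on mean plus 3 SD of controls, cut at about 140% in these data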; further: values of inactives mirror those of a sister screen read the other way
STAT3 blocker = reduces IL-6 driven STAT3 reporter signal. U3A cells, IL-6 STAT3-luciferase reporter, luminescence; host cell line lacks STAT1. inhibition, % at 5.5 µM. 190,000 tested, 0.89% active. AID 862;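 active means inhibition above the mean inhibition across all screened compounds plus 3 SD, cut at about 44% in these data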;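 further: 0% = DMSO only wells and 100% = 100 µM nifuroxazide control wells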
STAT1 activator = STAT1 signaling activation | NIH 3T3 STAT1-luciferase reporter, IFN-gamma, luminescence; 100% = IFN-gamma alone, no compound | activation (% of control), % at 5.5 µM | 200,000 tested, 2.6% active;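 active means activation above the screen-wide mean activation plus 3 SD, cut at about 130% in these data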;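 further: raw ratio to IFN-gamma control signal so 100% means no change and 0% no light; values of inactives mirror those of a sister screen read the other way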
HMGR II inh = inhibitors of class II HMG-CoA reductase from Enterococcus faecalis; purified E. faecalis HMGR, NADPH absorbance 340 nm kinetic; inhibition, % at 10 µM; 190,000 tested, 0.41% active; AID 1066;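 active means inhibition above a set limit, the median over all tested compounds plus 3 SD, cut at about 9.5% in these data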;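 further: enzyme runs in reverse so mevalonate oxidation gives rising NADPH absorbance; 0% = complete reaction with DMSO and 100% = background rate lacking mevalonate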
STAT3 act = STAT3 signaling activation; U3A cells, IL-6 STAT3-luciferase reporter, luminescence; 100% = signal with IL-6 EC80 alone; activation (% of control), % at 5.6 µM; 190,000 tested, 0.91% active;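 active means activation above the screen-wide mean of compound activation plus 3 SD, cut at about 130% in these data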;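 further: 0% = background luminescence of wells with medium and substrate only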
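Material: human U3A cells carrying STAT3-luciferase construct. Measured by: reporter luminescence signal. Timing: compound 1 h, then IL-6 6 h at 37 °C.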
* hit, by the source's call; . = not tested or not shown. Compounds as they come; about 5.6% have a hit in one of these screens.

SMILES	STAT1 inh	Hsp70 activator	TLR4 MyD88 comp	DTT redox prof	NF-kB neuron act	APP 5'UTR act	STAT3 blocker	STAT1 activator	HMGR II inh	STAT3 act
Cc1cc2c(cc1S(=O)(=O)N(C)c1ccccc1)NC(=O)CO2	4	-0.3	4	-0.5	0.86	-5	8	96	2	98
O=C(CCc1ccccc1)NC(=S)Nc1ccc(S(=O)(=O)N2CCOCC2)cc1	4	-0.3	6	-0.3	0.8	3	-8	99	-3	105
COc1cc2c(cc1NC(=O)C(C)NCc1ccccc1)oc1ccccc12 (configuration not stated)	9	-0.3	10	1.1	0.68	27	-9	92	-9	107
O=C1CSC(=S)N1/N=C/c1ccc(O)c([N+](=O)[O-])c1	6	0.0	-6	-0.1	1.1	19	13	92	-3	96
CCN(CC)c1ccc(C2N(C(=O)N3CCOCC3)CCN2S(=O)(=O)c2ccc(C)cc2)cc1 (configuration not stated)	-3	-0.1	0	0.0	0.91	-21	3	103	1	98
Cc1ccc(-c2csc(/C(C#N)=C/Nc3ccccc3SC(F)(F)F)n2)cc1	3	-0.3	3	1.2	1.1	-1	0	97	-2	97
Cc1ccc(Nc2nc(N)nc(CN3CCCCCC3)n2)cc1	-4	-0.2	14	1.7	0.86	-7	2	104	-3	101
COc1cc(NS(=O)(=O)c2ccc(Nc3nc(-c4ccccn4)cs3)cc2)nc(OC)n1	-6	-0.1	7	2.9	0.33	5	1	103	1	101
CC(C)[C@@H]1NC(=O)c2cc([N+](=O)[O-])cc(I)c2NCCC[C@@H](C(=O)NC(CC(=O)O)C(N)=O)NC(=O)[C@H](CO)NC1=O (some centres not stated)	-3	-0.5	0	0.3	1	-9	6	102	6	93
COC(=O)c1ccc(NC(=O)C(=O)N2CCCC2)cc1	-28	0.7	7	0.0	1.9	77	-1	127	-1	101
CCOC(=S)SCc1cn2ccc(C)cc2n1	-2	-0.3	-2	0.6	1.4	12	3	102	4	102
C=CCNC(=O)C(=O)NCCCN1CCOCC1	2	-0.2	-1	0.0	1	-6	-8	98	-7	109
COc1ccc([C@@H]2[C@@H](C(=O)C(C)(C)C)N3N=Cc4ccccc4[C@@H]3C23C(=O)OC(C)(C)OC3=O)cc1OC	8	0.0	12	0.0	1	13	6	93	-5	98
Cc1ccc2oc(-c3cccc(NC(=O)Cc4cccs4)c3)nc2c1	-21	-0.1	-13	-3.6	1.1	-5	26	120	0	80
COC(=O)c1ccc(NS(=O)(=O)c2ccc(OC)cc2)cc1	17	0.0	-10	0.7	0.99	0	2	84	-4	100
COc1ccc(CN(C2CCCC2)S(=O)(=O)c2ccc(-n3cnnn3)cc2)cc1OC	-1	-0.4	-2	-0.9	0.8	13	3	101	-1	97
COc1cc(CCNC(=O)c2cnn3ccccc23)cc(OC)c1OC	1	0.6	-13	-0.9	1.3	5	8	99	0	101
COC(=O)C(C)(C)ONC(=O)Nc1ccc(Br)cc1	1	-0.2	-14	-0.3	1.4	-7	4	99	-7	100
O=C(O)/C=C/C(=O)Nc1ccccc1-c1ccccc1	8	-0.4	4	-0.1	1	0	0	93	0	101
Cc1ccc(NC(=O)N2CCC(=O)N2)cc1	-17	-0.4	-3	0.6	1.8	71	5	115	-1	104
Cc1nn(-c2ccccc2)c(CC(C)(C)C(=O)O)c1C(=O)O	-11	-0.5	-2	-0.3	1.3	-16	1	111	0	102
COc1ccc(NC(=O)C2(c3ccc(NC(=O)c4ccc(C)cc4)cc3)CCCC2)cc1	7	-0.1	-4	0.9	0.93	-3	16	93	-3	96
C/C(=N\NC(=O)c1c(Cl)c(C)nn1C)c1ccc(NC(=O)c2ccncc2)cc1	19	-0.1	-1	-1.2	1.2	7	14	83	-8	88
CCOC(=O)c1cc(C)n(CCc2ccccc2)c1C	-9	0.3	-5	2.2	1.5	14	9	108	-5	92
O=C(Nc1nnc(SCc2ccccc2)s1)c1cccc([N+](=O)[O-])c1	0	-0.3	-3	-0.2	1.1	15	10	100	-4	91
CCCC1CCC(C(=O)Nn2cnc3ccccc3c2=O)CC1 (configuration not stated)	-8	-0.2	0	0.6	1.2	5	-1	108	1	102
COc1ccccc1NC(=O)c1cc(S(=O)(=O)NCc2ccccc2)ccc1F	-7	-0.1	5	-1.1	1.1	-15	13	106	-3	91
FC(F)(F)c1ccc(Sc2nnc(-c3cccs3)n2CC2CCCO2)nc1 (configuration not stated)	-2	-0.1	-1	-3.2	1.2	-19	17	102	-5	89
CC(C)NC(=O)CSc1nc(-c2cccs2)cc(-c2ccccc2)c1C#N	-2	0.0	18	2.1	0.98	-2	7	101	-2	96
O=C(NC1CC1)c1sccc1-n1cccc1	0	-0.1	6	0.2	1	.	8	100	-4	99

An excerpt from above, reduced to HMGR II inh.
| SMILES | HMGR II inh |
| --- | --- |
| CCCC1CCC(C(=O)Nn2cnc3ccccc3c2=O)CC1 (configuration not stated) | 1 |
| O=C(NC1CC1)c1sccc1-n1cccc1 | -4 |
| O=C(O)/C=C/C(=O)Nc1ccccc1-c1ccccc1 | 0 |
| CC(C)NC(=O)CSc1nc(-c2cccs2)cc(-c2ccccc2)c1C#N | -2 |
| COc1ccccc1NC(=O)c1cc(S(=O)(=O)NCc2ccccc2)ccc1F | -3 |

Later entries
SMILES	STAT1 inh	Hsp70 activator	TLR4 MyD88 comp	DTT redox prof	NF-kB neuron act	APP 5'UTR act	STAT3 blocker	STAT1 activator	HMGR II inh	STAT3 act
Nc1c(C(=O)NCc2cccnc2)sc(=S)n1-c1ccccc1	-1	-0.4	-15	0.6	0.96	-8	2	100	-1	104
O=c1c(C=NCCCO)c(-c2ccccc2)[nH]n1-c1nc2ccccc2s1	4	-0.4	3	-0.1	0.59	-28	43	95	2	66
O=C1N=C(N2CCCCC2)SC1=C1CCCCC1	-23	0.2	9	0.9	2.6	64	-6	121	-4	112
O=C(N/N=C/C=C\c1ccccc1[N+](=O)[O-])c1cccs1	-1	0.1	11	0.3	5.2*	1	17	101	-4	89
CCn1nc(C)c(/C=N/NC(=O)Cc2ccc(Cl)cc2)c1C	-22	0.1	-14	0.1	1.2	27	-3	120	-4	105
CSCCC1NC(=O)N(CC(=O)Nc2c(Cl)cc(Cl)cc2Cl)C1=O (configuration not stated)	0	-0.3	-6	0.0	1.1	3	-4	100	1	103
C=CCNC1=C(Cl)C(=O)N(c2cccc(Cl)c2Cl)C1=O	5	-0.1	6	0.4	1.1	5	6	95	-2	96
COC(=O)CSc1nc(C)c2c(n1)CCCC2	-1	0.3	2	-0.7	1.5	-3	12	99	-2	91
CC(=O)N1CCC(=NNc2nc3ccccc3s2)CC1	-39	0.0	-2	0.5	2.1	108	-12	136*	5	116
Cc1ccc(C)n1-c1ccc(C#N)cn1	-3	-0.1	2	-1.1	1	-11	-1	101	-10	111
Cc1oc(-c2cc3c(cc2Cl)OCO3)nc1CN1CCCC1c1ccc(F)cc1 (configuration not stated)	7	-0.3	0	-1.1	0.81	7	-2	92	-6	104
N#CC1=C(N)Oc2ccccc2C12C(=O)Nc1n[nH]c(-c3ccccc3)c12 (configuration not stated)	10	0.4	11	0.5	1	-41	-4	91	1	106
O=Cc1ccc(OC2OCCOC2Oc2ccc(C=O)cc2)cc1 (configuration not stated)	-4	-0.1	3	0.2	1.1	-16	-13	103	4	108
CC/C(C)=N/Nc1ccc(S(=O)(=O)N2CCCC2)cc1[N+](=O)[O-]	5	-0.3	11	0.1	0.92	-8	1	96	6	103
Cc1ccc(NC(=O)CS(=O)CC(=O)NCCCc2ccccc2)cc1Cl (configuration not stated)	3	0.1	3	1.5	0.85	16	5	98	-8	101
Cc1ccc(-n2[nH]c(C)c(/C=N/n3c(C)nc4ccccc4c3=O)c2=O)cc1	2	0.1	7	-0.3	1.1	-3	-6	98	-5	109
O=C(COc1ccc(Br)cc1)N1CCC(c2ccccc2)C1 (configuration not stated)	-12	-0.1	2	1.7	1.1	6	-1	111	0	105
O=C(NCc1ccccc1)c1ccccc1OCC(=O)N1CCCCC1	4	-0.1	-8	-0.1	0.82	10	6	96	-3	95
CCC(C(=O)OC)n1cnc2c(nnn2-c2ccc(OC)cc2)c1=O (configuration not stated)	-5	0.2	0	-0.2	1.4	5	-3	104	-3	103
COc1nc(Nc2ccc(C(C)C)cc2)nc(OC)n1	-15	0.2	0	0.4	1.2	22	0	118	8	102
N#Cc1ccc(Oc2ccc(NC(=O)C3CC=CCC3C(=O)O)cc2)cc1 (configuration not stated)	3	0.6	0	-0.5	1.2	11	12	96	2	93
Cc1c(C#N)sc(C(N)=O)c1C	5	-0.2	5	-2.6	1.1	-9	-2	95	0	105
COc1cccc(Oc2ccc(C(F)(F)F)cc2N)c1	-21	-0.3	-6	-0.3	1.3	39	2	119	2	104
Cc1oc(C)c(C(=O)Nc2ccc(CC(=O)O)cc2)c1C(=O)Nc1ccc(CC(=O)O)cc1	3	-0.1	4	-1.4	0.99	-12	0	98	-3	101
Clc1ccc(-c2nnc(NC3=NCCCCC3)o2)cc1	26	-0.4	-9	-0.8	1.7	152*	80*	77	-1	32
Cc1ccc(C)c(S(=O)(=O)N=Nc2c(O)[nH]c3ccccc23)c1	-4	-0.3	7	-0.9	1.2	7	-21	103	-7	121
Cc1noc(NS(=O)(=O)c2ccc(NC(=O)CSc3nc4c(cc3C#N)CCC4)cc2)c1C	-1	-0.1	-11	0.5	0.97	16	7	101	1	99
O=C1Nc2ccccc2N=C(c2ccccc2)C1N1CCOCC1 (configuration not stated)	-5	-0.2	0	2.5	1.3	0	-2	104	-2	104
CN1C(=O)CC(P(=O)(c2ccccc2)c2ccccc2)N(C)C1=O (configuration not stated)	15	-0.5	3	-1.4	1.3	-14	23	87	-2	86
O=C(Nc1nc2ccccc2n1CCOc1ccc(Cl)cc1)c1ccco1	-1	-0.2	1	-1.0	0.67	-7	19	101	-8	91
CCOc1cc(C(=S)N2CCC(O)CC2)ccc1OS(=O)(=O)c1ccc(Br)cc1	-4	-0.2	4	0.1	1.1	5	1	103	0	96
CCCCC(CC)C(=O)NCc1ccc(F)cc1 (configuration not stated)	1	-0.3	13	-0.7	0.96	22	-2	99	-1	104
CCC(=O)NCCc1cc2ccc(C)cc2[nH]c1=O	-7	-0.3	4	0.1	1	2	-2	104	1	101
Cc1cc(C(F)(F)F)nc(NCc2cccnc2)n1	-5	-0.3	-11	11	0.97	-5	-8	105	1	106
CCc1nccn1S(=O)(=O)c1cc(C)c(OC)cc1C	3	0.0	5	0.2	1.1	2	3	97	2	101
O=C(NCCOc1ccccc1)C1CCCN1C(=O)c1cccs1 (configuration not stated)	9	-0.3	8	1.5	1.1	-13	2	92	3	102
CCOc1ccc(-c2[nH]nc3c2C(c2ccc(O)cc2)C(C#N)=C(N)O3)cc1 (configuration not stated)	-1	-0.1	-3	-0.5	0.99	6	3	101	-3	100
